LYP phosphatase: PTPN22 lymphoid phosphatase activity blockers – biochemical, fluorescence intensity, uHTS (AID 1779); recombinant LYP phosphatase, fluorescence intensity; higher % means a stronger effect; one-dose inhibition, % at 11.5 µM; IC50 in µM for titrated hits; actives 0.054% (n = 290,000); in the data active = inhibition above about 50%;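 also: plate controls were vehicle with enzyme for no effect and no enzyme for full effect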
WT yeast gro inh: growth inhibition of WT yeast, mitochondrial fusion screen | inhibition, % at 10 µM | actives 2.1% (n = 190,000) | AID 1362 | mitochondrial fusion phenotypic screen, WT strain; in the data active = inhibition above about 58%; tested in S. cerevisiae
K1F lysis inhibition: inhibition of K1F phage lysis, E. coli UTI89, bacterial capsule biogenesis inhibitors, alamar blue (AID 488966) | E. coli UTI89 K1F phage lysis, alamar blue, 2 h; higher % means a stronger effect | inhibition, % at 100 µM, or IC50 in µM where a hit was titrated | actives 0.02% (n = 340,000);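 active = phage lysis inhibition, versus mean bacterial control, above a set limit; inconclusive = no clear call, values can overlap the other calls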;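 also: capsule biogenesis inhibitors block K1F phage lysis so surviving cells raise fluorescence; higher fluorescence means more inhibition of phage lysis; actives were called in the ten point dose series up to 300 µM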
NTR1 agonist: agonists of NTR1, primary screen, imaging, U2OS cells, beta-arrestin-GFP, high content (AID 493036); P30989; NTR1-U2OS beta-arrestin-GFP spot imaging, agonist mode; activation, % at 20 µM; actives 0.17% (n = 330,000);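 active = activation at or above 40% of the spot to cytoplasm intensity ratio, with at least 20 cells analyzed; inconclusive = wells under 20 cells, flagged as cytotoxic or low count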;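 also: 0% = DMSO without peptide and 100% = 100 nM NTR1 peptide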
Target sequence (P30989 whole entry, looked up): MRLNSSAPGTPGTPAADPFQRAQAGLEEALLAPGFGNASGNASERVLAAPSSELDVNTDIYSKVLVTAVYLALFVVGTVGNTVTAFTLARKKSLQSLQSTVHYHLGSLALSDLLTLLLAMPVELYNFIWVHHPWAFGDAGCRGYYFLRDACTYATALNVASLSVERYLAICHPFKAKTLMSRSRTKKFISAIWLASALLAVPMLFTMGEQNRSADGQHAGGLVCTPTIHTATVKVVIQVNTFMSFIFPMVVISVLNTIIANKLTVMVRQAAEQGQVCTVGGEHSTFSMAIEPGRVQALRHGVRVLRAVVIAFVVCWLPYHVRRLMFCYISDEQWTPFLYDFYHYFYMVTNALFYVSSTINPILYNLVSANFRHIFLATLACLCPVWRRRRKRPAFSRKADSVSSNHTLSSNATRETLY
RSV antiviral HEp-2: inhibition of RSV-induced cytopathic effect – HEp-2 cells, primary 10 µM value included (AID 2391); HEp-2 cells, RSV-induced CPE inhibition; higher % means a stronger effect; actives 0.13% (n = 310,000); CPE inhibition, % at 10 µM, or IC50 in µM where a hit was titrated; in the data active = a potency from the dose series; inconclusive = CPE inhibition mostly from about 23% at the one dose, without a potency; inactive = the rest, 99 in 100 with CPE inhibition below about 21%; also: strong numbers were not always called active
GPR35 antagonists: GPR35 antagonists blocking zaprinast-driven arrestin recruitment, primary screen, imaging, U2OS, beta-arrestin-GFP, zaprinast agonist (AID 2058); U2OS GPR35 beta-arrestin-GFP translocation imaging, zaprinast antagonism; higher % means a stronger effect; inhibition, % at 10 µM, or IC50 in µM where a hit was titrated; actives 0.052% (n = 290,000);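 active = inhibition of at least 50% with at least 30 cells and total cytoplasm GFP at most 10,000,000; inconclusive = under 30 cells or total GFP of 10,000,000 plus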
Autophagy mod: alters autophagy in cells; actives 0.98% (n = 190,000); calls only at 10 µM (by protocol); MEF GFP-LC3 puncta imaging; test concentration mostly 10 µM;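 active = percentage of spot-positive cells more than 3 SD above its plate mean, without a fluorescence outlier flag or 80% toxicity; inconclusive = no clear call, values can overlap the other calls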;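 also: spot-positive cell cutoff set from DMSO-treated cells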
NS5 inhibitors: flavivirus cap methylation enzyme inhibition – biochemical, confirmation dose response, primary screen (AID 588689). one-dose inhibition, % at 25 µM; IC50 in µM for titrated hits. actives 0.3% (n = 340,000). Dengue-2 NS5 methyltransferase capping enzyme assay, biochemical; higher % means a stronger effect; in the data active = a potency from the dose series; inconclusive = inhibition above about 29% without an active follow-up result
AID2073: disruptors of CaV2.2 binding to Mint1 – biochemical, HTRF (AID 2073) | inhibition, % at 20 µM; hits with a dose series show IC50 in µM | actives 0.19% (n = 290,000) | HTRF protein-protein interaction, Mint1-CaV2.2; higher % means a stronger effect; in the data active = inhibition mostly above about 51%, no sharp cut-off; inconclusive = no clear call, values can overlap the other calls; inactive = mostly below about 53%; also: some results filed as inactive read as strong as hits
WT yeast gro inh mutant strain: recorded beside WT yeast gro inh, whose call it bears; inhibition, %; mitochondrial fusion phenotypic screen, mutant strain inhibition
Autophagy mod cell loss 18 h: further read-out of Autophagy mod, marked with its call; toxicity, %; measured here: cell loss, nuclei count;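 cell loss after 18 h compound exposure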
NTR1 agonist cell count 20 µM: also measured in NTR1 agonist; calls as there; cell count; measured here: cell count, cytotoxicity flag
NS5 inhibitors pilot replicate: also measured in NS5 inhibitors; calls as there; inhibition, %; measured here: pilot screen replicate inhibition
* hit, by the source's call; i = inactive; ? = inconclusive; . = no result given; [ ] = another dose, or the depositor's remark.

SMILES | LYP phosphatase | WT yeast gro inh | WT yeast gro inh mutant strain | K1F lysis inhibition | NTR1 agonist | NTR1 agonist cell count 20 µM | RSV antiviral HEp-2 | GPR35 antagonists | Autophagy mod | Autophagy mod cell loss 18 h | NS5 inhibitors | AID2073 | others
Cc1nn(C)c(C)c1CN(C)S(=O)(=O)c1ccc(F)cc1 | -5.9% | -0.9 | -3.1 | 3.5% | 1.8 | 58 | -0.1% | -4.0% | i | 2.0 | 0.0% | -1.7%
Cc1ccn(C)c(=N)c1 | -6.1% | . | . | 0.0% | -0.8 | 72 | 3.7% | 3.0% | . | . | -3.9% | 10.0%
Cc1cc(NC(=O)CSc2nc(-c3ccc(F)cc3)cs2)no1 | -9.7% | . | . | 0.1% | -1.0 | 83 | 1.7% | -9.3% | i | 6.8 | -10.5% | 2.4%
CCOC(=O)CN1C(=O)N[C@@H](c2cccc(C(F)(F)F)c2)[C@H](C(C)=O)[C@H]1C | . | . | . | -0.5% | -5.6 | 96 | -2.0% | . | . | . | -9.4% | .
CCN(CC(=O)NCc1cccs1)C(=O)CCCOc1ccc(C(C)(C)C)cc1 | . | . | . | -0.7%[50 µM] | -1.9 | 63 | 2.9% | . | . | . | -1.5% | .
CSc1nc2ccsc2c(=O)n1-c1ccccc1 | -3.4% | -6.4 | 9.7 | -1.5% | 1.8 | 34 | -1.6% | 5.7% | i | -4.7 | -11.5% | 18.2%
Cc1noc(C)c1COc1ccccc1C(=O)NCc1ccco1 | . | . | . | 0.5%[50 µM] | -2.1 | 62 | 1.0% | . | . | . | 5.4% | .
COC(=O)c1ccccc1NC(=O)Nc1cccs1 | -4.8% | -13.2 | -6.4 | 0.5% | -1.1 | 27 | -0.3% | -9.4% | i | -6.0 | -13.4% | -3.3%
N#CC1=C(N)NC(SCc2ccccc2)=C(C#N)C12CCCCC2 | 6.4% | 13.1 | -9.6 | -0.6% | 2.8 | 55 | -1.9% | -11.0% | i | 23.7 | -4.5% | -17.7%
CCOC(=O)c1c(N2C(=O)Nc3ccccc3N2O)n[nH]c1-c1cccc(OC)c1 | -10.0% | -6.4 | -0.9 | -0.1% | -1.3 | 90 | 2.0% | -2.4% | i | -3.6 | -2.7% | -3.8%
NCCCC[C@@H]1NC(=O)c2cc([N+](=O)[O-])cc(F)c2NCCCC[C@@H](C(N)=O)NC(=O)CNC1=O | -4.8% | -6.2 | -33.7 | 1.3% | 4.0 | 97 | 1.0% | -17.4% | i | -70.1 | -4.1% | 0.4%
COc1ccccc1N(CC(O)Cn1c(C)nc2ccccc21)S(=O)(=O)c1ccccc1 (centres undefined) | -4.1% | 10.7 | 6.3 | 4.7% | -1.1 | 69 | 0.4% | -7.1% | i | 4.3 | -0.7% | 3.9%
Nc1ccc2c(C(F)(F)F)cc(C(F)(F)F)nc2n1 | -22.9% | 1.3 | 6.4 | -1.4% | 0.0 | 60 | 8.8% | 3.9% | i | 18.4 | -4.4% | 34.6%
COc1cc(C2NC(=O)C(C#N)=C(S)N2c2ccc(C)cc2)ccc1OC(C)C (centres undefined) | -6.2% | -23.4 | -11.6 | -0.5% | 0.8 | 82 | 5.4% | 11.4% | i | -27.1 | 16.7% | -31.9%
COc1ccccc1C(CNC(=O)COc1ccccc1C)N1CCCC1 (centres undefined) | . | . | . | 1.3%[50 µM] | 0.0 | 62 | -0.8% | . | . | . | 1.4% | .
CSc1nc(-c2ccc(Cl)cc2)nn1C(=O)c1ccccc1 | 0.0% | 6.5 | -3.9 | 0.0% | 2.6 | 35 | -0.2% | -5.3% | i | 19.4 | -8.4% | -1.2%
CC(=O)Nc1ccc(OC(=O)c2ccc(Br)c([N+](=O)[O-])c2)cc1 | 6.5% | -13.4 | 0.5 | 0.2% | 3.0 | 80 | 3.2% | 1.3% | i | -9.5 | 0.0% | -9.9%
COc1cccc(C(C(=O)NC(C)(C)C)N(CCc2ccccc2)C(=O)CCC(=O)Nc2cc(C)on2)c1OC (centres undefined) | -5.3% | . | . | 0.0% | -0.3 | 66 | ? | 9.7% | . | . | -7.5% | 8.7%
COc1cc(C(=O)Nc2nnc(SCC(=O)NCC3CCCO3)s2)cc(OC)c1OC (centres undefined) | -11.4% | . | . | 1.5%[50 µM] | 3.3 | 47 | 1.6% | -11.8% | . | . | -1.3% | 8.6%
CN(C)CCCC1Sc2ccccc2Sc2ccccc21 (centres undefined) | . | . | . | 1.9% | 3.9 | 52 | -2.4% | . | . | . | 7.0% | .
COc1ccc(NC(=O)CS(=O)CC(=O)N2CCN(C3CCCC3)CC2)cc1 (centres undefined) | -12.7% | . | . | 0.2% | -1.5 | 46 | 0.0% | -3.1% | . | . | -1.8% | 11.9%
CC1CC(C)CN(S(=O)(=O)c2cc3c4c(c2)C(C)C(=O)N4CCC3)C1 (centres undefined) | -12.9% | . | . | 0.3% | 0.3 | 59 | 0.7% | 14.3% | . | . | 4.4% | -1.8%
COc1ccccc1/C=N\Nc1cn[nH]c(=O)c1Cl | -4.7% | 2.0 | -0.4 | 1.3% | 4.8 | 85 | 0.8% | -3.0% | i | -1.5 | -3.6% | 1.6%
Cn1cccc1C(=O)NNC(=O)COc1ccccc1Cl | . | . | . | 1.1%[50 µM] | -0.6 | 77 | 3.4% | . | . | . | -6.2% | .
O=C(COC(=O)C1=Cc2ccccc2OC1)NCc1ccccc1 | . | . | . | 0.8%[50 µM] | 1.7 | 46 | -2.0% | . | . | . | -9.6% | .
Cc1cccc(-c2noc(-c3ccc4c(c3)OCO4)n2)c1 | -7.7% | 13.5 | 15.7 | 5.9% | 4.2 | 60 | 3.4% | 12.3% | i | 17.9 | -3.0% | 7.0%
CC(=O)c1cccc(NC(=O)N2CC(C)OC(C)C2)c1 (centres undefined) | -4.2% | . | . | 2.9%[50 µM] | -0.8 | 41 | 1.1% | 7.3% | . | . | -3.2% | 4.8%
O=C(COc1cccc([N+](=O)[O-])c1)NN1C(=O)c2ccccc2C1=O | -5.7% | . | . | 1.2% | 0.3 | 72 | 1.9% | -10.4% | . | . | -7.7% | 4.6%
COc1ccc(-c2cc(C(=O)Nc3c(Cl)cc(Cl)cc3Cl)c3ccccc3n2)cc1OC | -4.3% | 5.7 | -27.5 | 1.9% | 16.0 | 79 | 5.6% | -29.2% | i | 18.9 | 2.6% | 31.7%
O=C1CC2(CCCC2)Oc2ccc(Cl)cc21 | . | . | . | 2.4% | 1.3 | 53 | 0.7% | . | . | . | -8.2% | .
O=C(COC(=O)CNC(=O)c1ccco1)NCCN1C(=O)CSC1=O | 0.5% | 10.8 | 0.5 | 1.3% | -1.2 | 56 | 0.2% | 4.0% | i | -1.6 | -5.4% | 1.2% | NS5 inhibitors pilot replicate=-2.4
CCc1noc(C)c1C(=O)Nc1nc(-c2ccc(NC(C)=O)cc2)cs1 | . | . | . | 0.2%[50 µM] | 3.6 | 61 | 11.0% | . | . | . | -7.2% | .
CC(C)Nc1nc(NC(C)(C)C)nc(Oc2ccc(=O)n(-c3ccccc3)n2)n1 | 0.3% | 4.1 | 2.7 | 0.2% | 0.5 | 38 | 7.6% | -1.6% | i | 0.0 | -3.4% | 5.1%
COc1ccc(C(=O)N/C(=C\c2cn(C)c3ccccc23)C(=O)NCCN2CCOCC2)cc1OC | -1.2% | . | . | 0.7% | -1.3 | 70 | 5.2% | 47.8% | . | . | -27.6% | 7.1%
O=C(NCCN1CCOCC1)c1ccc(Cl)c(S(=O)(=O)N2CCCCC2)c1 | -0.1% | . | . | 1.6%[50 µM] | 0.3 | 67 | 1.3% | -13.0% | . | . | -4.5% | 1.2%
O=C(c1ccccn1)N(Cc1cc2ccccc2[nH]c1=O)C1CCCCC1 | -8.5% | -7.0 | -9.9 | -0.1% | -0.9 | 74 | 2.7% | -18.7% | i | 39.2 | -8.7% | 8.9%
CC1(C)Cc2c(sc(NC(=O)c3ccc(S(=O)(=O)N4CCCCCC4)cc3)c2C(N)=O)C(C)(C)N1 | -6.5% | . | . | -0.4%[50 µM] | 1.7 | 58 | -1.1% | -5.1% | . | . | 1.9% | 5.2%
CCOC(=O)N1CCC(N2CCCC(C(=O)c3cccc(OC)c3)C2)CC1 (centres undefined) | -1.5% | . | . | 0.1% | -0.9 | 65 | -1.4% | -3.4% | . | . | 6.3% | 5.7%
CCN(CCO)c1nc(SC)nc2c1sc1nc(-c3ccco3)c3c(c12)CCC3 | 25.3% | -10.8 | 21.8 | 5.7% | 10.7 | 75 | 17.5% | 16.4% | i | 3.5 | -7.0% | ?
O=C(Nc1ccc(N2CCCC2)cc1)c1ccc(Br)cc1 | -18.3% | . | . | 0.1% | 0.0 | 70 | 1.2% | -10.8% | . | . | -3.4% | 23.6%
CSc1nc2c(c(=O)[nH]1)C(c1ccccc1Cl)CC(=O)N2 (centres undefined) | -4.2% | 5.1 | -13.0 | -0.1% | 2.7 | 28 | -0.7% | -16.6% | i | 2.6 | 8.5% | -7.5%
O=C(O)CCN1C(=O)CC2(CCCCC2)C1=O | 0.3% | -9.2 | -15.9 | -0.1%[50 µM] | -0.4 | 51 | 1.7% | -1.8% | i | 5.4 | 4.0% | -6.6%
Cn1cc(/C=N/NC(N)=S)c2ccccc21 | -1.3% | . | . | -0.9% | 1.5 | 42 | 1.2% | -9.5% | . | . | -9.3% | -1.4%
CCn1c(C)cc(/C=C2\SC(=O)N(CC(=O)Nc3ccc(C)c(C)c3)C2=O)c1C | 1.7% | 0.2 | 3.2 | 0.1% | 5.0 | 94 | 5.0% | 12.7% | i | -24.5 | 2.4% | 1.5%
CC1CCCCN1C(=O)CN1CCC(c2nc3ccc(Cl)cc3[nH]2)CC1 (centres undefined) | -6.6% | -3.0 | 0.4 | 0.1% | 2.3 | 44 | 1.8% | 5.3% | i | 17.5 | -13.2% | -0.4%
CC1CCN(C(=O)CSc2nc3c(cnn3-c3ccccc3)c(=O)[nH]2)CC1 | 0.5% | 2.6 | 3.2 | 0.0% | -1.3 | 29 | -1.3% | 7.3% | i | 14.6 | 2.1% | -1.4%

Random excerpt: 2 records from the list.
SMILES | LYP phosphatase | WT yeast gro inh | WT yeast gro inh mutant strain | K1F lysis inhibition | NTR1 agonist | NTR1 agonist cell count 20 µM | RSV antiviral HEp-2 | GPR35 antagonists | Autophagy mod | Autophagy mod cell loss 18 h | NS5 inhibitors | AID2073 | others
CCN(CCO)c1nc(SC)nc2c1sc1nc(-c3ccco3)c3c(c12)CCC3 | 25.3% | -10.8 | 21.8 | 5.7% | 10.7 | 75 | 17.5% | 16.4% | i | 3.5 | -7.0% | ?
CSc1nc2c(c(=O)[nH]1)C(c1ccccc1Cl)CC(=O)N2 (centres undefined) | -4.2% | 5.1 | -13.0 | -0.1% | 2.7 | 28 | -0.7% | -16.6% | i | 2.6 | 8.5% | -7.5%

Source: PubChem BioAssay (several laboratories)
